Screening data as filed in PubChem BioAssay.
TRPC6 inh – blocks the mouse TRPC6 cation channel; HEK293-TRPC6, membrane potential dye, ACh-evoked depolarization; stronger effect = lower value; B-score at 10 µM; 1.1% of 310,000 active;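 active means B-score under library mean minus 3 SD, initial fluorescence not abnormally high, positive integrated signal ratio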;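 further: B-score derived from integrated fluorescence ratio over the kinetic read; more negative B-score means stronger inhibition of depolarization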
MrgX1 antagonist – antagonists of human MrgX1 receptor. MRGX1-HEK293 calcium flux, Fluo-4, BAM8-22 antagonism; stronger effect = lower value. 1.3% of 310,000 active. B-score at 10 µM. Q96LB2. AID 588676;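 active means calcium-response B-score plate-corrected more than 3 library SD below zero, starting fluorescence within 5 deviations, no agonist response on first addition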;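 further: peak minus trough fluorescence over baseline after final BAM8-22 challenge near maximal dose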
TRPC6 activator – activates the mouse TRPC6 cation channel; HEK293-TRPC6 membrane potential dye fluorescence; stronger effect = higher value; 0.13% of 310,000 active; Q61143; B-score at 10 µM;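 active means B-score of the integrated fluorescence ratio above library mean plus 3 SD, and starting fluorescence ratio within library mean plus 5 SD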;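 further: higher score means more depolarization so channel activation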
TRPC4 inh – blocks the mouse TRPC4 cation channel. Q9QUQ5. HEK293 TRPC4beta/mu-opioid, DAMGO-evoked Fluo4 calcium flux; stronger effect = lower value. B-score at 10 µM. 0.39% of 300,000 active;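 active means B-score over 3 SD under the library average, no early fluorescence shift, positive overall ratio signal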
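Assay system: HEK293 cells with stable TRPC4beta plus mu-opioid receptor expression; Probe or stimulus: DAMGO in two steps, submaximal then maximal; Dosing: single-point compound dosing; Measured by: Fluo4 calcium-dye fluorescence, kinetic read; Read-out basis: B score from integrated Fluo4 fluorescence ratio.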
TRPC4 agonist – activators of mouse TRPC4 channel | HEK293 TRPC4beta/mu-opioid, Fluo4 calcium fluorescence; stronger effect = higher value | B-score at 10 µM | Q9QUQ5 | 0.49% of 310,000 active;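 active means B-score above 5 SD of library B-scores, and initial fluorescence ratio not above library mean plus 5 SD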;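 further: positive B-score marks a calcium rise read as TRPC4 activation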
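Technique: kinetic Fluo4 calcium fluorescence; Test system: TRPC4beta and mu-opioid receptor HEK293 stable cells; Measure: B-scored integrated calcium fluorescence ratio; Benchmarks: low control buffer alone, high control maximal DAMGO; Schedule: 45 min room-temperature Fluo4 loading, 110 s read.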
ANO1 activ – mouse TMEM16A channel activation, primary screen; AID 623877; Q8BHY3; B-score at 10 µM; HEK293 TMEM16A/YFP-H148Q/I152L, iodide quench fluorescence; stronger effect = lower value; 0.3% of 340,000 active;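 active means fluorescence-ratio B-score plate-corrected deviation score at least 3 library SD below zero, with starting fluorescence score within 5 deviations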;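 further: channel opened by trigger with iodide after compound preincubation; score built on the fluorescence ratio of max minus min over baseline; more negative score means more quench and so TMEM16A activation or potentiation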
Target sequence (Q8BHY3 whole entry, looked up): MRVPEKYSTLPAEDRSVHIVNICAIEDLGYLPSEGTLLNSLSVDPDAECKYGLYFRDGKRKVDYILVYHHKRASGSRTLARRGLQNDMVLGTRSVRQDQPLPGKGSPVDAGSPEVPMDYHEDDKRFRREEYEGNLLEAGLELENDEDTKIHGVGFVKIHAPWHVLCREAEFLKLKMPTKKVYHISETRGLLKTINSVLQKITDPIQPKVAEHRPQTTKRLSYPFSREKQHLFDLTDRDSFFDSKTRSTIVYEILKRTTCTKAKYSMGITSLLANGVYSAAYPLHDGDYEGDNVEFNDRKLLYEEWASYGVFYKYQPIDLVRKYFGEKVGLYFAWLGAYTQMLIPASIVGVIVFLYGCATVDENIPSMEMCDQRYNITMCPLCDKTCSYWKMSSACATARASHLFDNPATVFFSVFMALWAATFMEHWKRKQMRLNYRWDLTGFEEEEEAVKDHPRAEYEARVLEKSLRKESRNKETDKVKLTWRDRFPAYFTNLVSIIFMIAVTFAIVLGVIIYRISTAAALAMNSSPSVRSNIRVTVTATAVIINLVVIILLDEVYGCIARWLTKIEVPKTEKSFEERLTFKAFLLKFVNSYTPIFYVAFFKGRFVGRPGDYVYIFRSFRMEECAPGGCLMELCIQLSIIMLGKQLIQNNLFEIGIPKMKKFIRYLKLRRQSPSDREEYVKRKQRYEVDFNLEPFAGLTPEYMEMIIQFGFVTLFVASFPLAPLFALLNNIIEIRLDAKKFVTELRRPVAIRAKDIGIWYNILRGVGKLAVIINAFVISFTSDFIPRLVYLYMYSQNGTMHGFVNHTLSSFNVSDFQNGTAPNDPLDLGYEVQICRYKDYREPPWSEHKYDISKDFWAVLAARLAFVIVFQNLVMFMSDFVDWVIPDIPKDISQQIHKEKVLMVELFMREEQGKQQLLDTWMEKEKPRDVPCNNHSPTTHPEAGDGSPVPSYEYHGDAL
TRPC4 PAM – TRPC4 (mouse) allosteric potentiation | HEK293 TRPC4beta/mu-opioid, DAMGO EC20, Fluo-4 Ca2+ flux; stronger effect = higher value | Q9QUQ5 | B-score at 10 µM | AID 2227 | 0.42% of 310,000 active;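 active means B-score of calcium response area above 5 SD of library B-scores, with initial fluorescence ratio within 5 SD of library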;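 further: B-score of integrated fluorescence ratio over time as area under calcium response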
MrgX1 allo act – allosterically activates human MrgX1 receptor signaling; MrgX1-HEK293, Fluo-4 calcium flux, FDSS; stronger effect = higher value; B-score at 10 µM; 0.63% of 310,000 active; AID 588675;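 active means plate-corrected calcium response at least 3 library SD above typical, normal starting fluorescence, not activating the receptor alone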;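 further: compound read alongside a low EC10 to EC30 dose of BAM8-22 agonist; peak minus trough fluorescence over baseline measured at the second addition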
TMEM16A inh – blocks the mouse calcium-activated chloride channel TMEM16A; Q8BHY3; HEK293 TMEM16A/YFP iodide influx fluorescence, ionomycin; normalized B-score (activity score, 25-100; higher = stronger inhibition) at 10 µM; 1.2% of 310,000 active; AID 588511;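 active means ratio plate-corrected score three or more library SD toward inhibition, starting fluorescence score within five deviations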;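 further: score derived from kinetic fluorescence span divided by baseline fluorescence per well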
MrgX1 agonist – activates human MrgX1 receptor signaling; Q96LB2; B-score at 10 µM; MrgX1-HEK293 cells, Fluo-4 calcium fluorescence, agonist mode; stronger effect = higher value; AID 588627; 0.44% of 310,000 active;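 active means calcium response B-score plate-corrected fluorescence ratio at least 3 library SD, with starting fluorescence B-score inside 5 SD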
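Test system: HEK293 cells stably expressing human MrgX1 receptor; Input: fifteen thousand cells per well; Dosing: compound delivered in addition one of three; Schedule: overnight seeding, then 1 h dark dye loading; Technique: Fluo-4 NW calcium fluorescence; Measure: B-scored fluorescence response ratio; Controls: positive and negative controls per plate.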
SKKanGAS inh – blocks kanamycin growth of S. pyogenes SKKanGAS strain. BacTiter-Glo, 6 h. inhibition, % at 7.5 µM. 1.3% of 300,000 active;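 active means mean replicate score, as percent of positive control median, at least 50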;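 further: strain carries kanamycin resistance gene driven by streptokinase promoter and grows in 40 µg/ml kanamycin; loss of luminescence reflects streptokinase promoter inhibition or plain growth inhibition; 0% = median of DMSO wells and 100% = positive control at its reference dose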
Active calls of the source: *; i = inactive; · = not tested or not shown.

#	compound	TRPC6 inh	MrgX1 agonist	MrgX1 allo act	TRPC4 PAM	TRPC4 agonist	TMEM16A inh	TRPC4 inh	TRPC6 activator	ANO1 activ	SKKanGAS inh	MrgX1 antagonist
1	Cc1ccc(NC2=C/C(=N/S(=O)(=O)c3cccs3)c3ccccc3C2=O)cc1C	i	i	i	i	i	i	i	i	i	9.4	i
2	COc1ccc(-c2onc(C)c2-c2cnn(-c3ccccc3)c2)c(O)c1C	i	i	i	i	i	i	i	i	i	-5.0	i
3	CCOc1ccc(N=C/C=C/c2ccccc2)c(O)c1	i	i	i	i	i	i	i	i	i	13.4	i
4	CCn1c(C)nc2cc(C(=O)NNS(=O)(=O)c3c(F)cc(F)c(Cl)c3F)ccc21	i	i	i	i	i	i	i	i	i	4.7	i
5	Cc1ccc(CC(=O)N2CCN(S(=O)(=O)c3ccccc3)CC2)cc1C	i	i	i	i	i	i	i	i	i	-5.5	i
6	COCCN(Cc1ccccc1)C(=O)c1cccc(S(=O)(=O)N2CCN(c3ccccc3)CC2)c1	i	i	i	i	i	i	i	i	i	-6.5	i
7	Cc1cccc(-n2cc[nH]c2=S)c1	i	i	i	i	i	i	i	i	i	-11.4	i
8	CCC1CCCCN1CCCNC(=O)c1cc2c(=O)oc3ccc(C)cc3c2s1 (centres undefined)	i	i	i	i	i	i	i	i	i	-1.7	i
9	Cc1onc(-c2ccccc2)c1C(=O)Nc1nnc(CC(C)(C)C)s1	i	i	i	i	i	i	i	i	i	2.0	i
10	c1ccc2[nH]c(NCCN3CCOCC3)nc2c1	i	i	i	i	i	i	i	i	i	-3.0	i
11	O=C(Nc1cc([N+](=O)[O-])ccc1F)c1ccc2c(c1)OCCO2	i	i	i	i	i	i	i	i	i	0.0	i
12	COC(=O)CN1C(=O)C(O)(CC(=O)c2ccccc2)c2ccccc21 (centres undefined)	i	i	i	i	i	i	i	i	i	-2.9	i
13	Cn1c(SCC(=O)Nc2ccc(NC(=O)c3ccccc3)cc2)nnc1-c1ccncc1	i	i	i	i	i	i	i	i	i	-8.3	i
14	CCCN(Cc1cc2cccc(C)c2[nH]c1=O)C(=O)c1cccc(OC)c1	i	i	i	i	i	i	i	i	i	-2.5	i
15	Cc1ccc2[nH]c(O)c(N=Nc3nc4ccccc4s3)c2c1	i	i	i	i	i	i	i	i	i	108.1*	i
16	CCOC(=O)N1CCC(N2Cc3cccc(C(=O)NCc4ccc(C)cc4)c3C2=O)CC1	i	i	i	i	i	i	i	i	i	-2.9	i
17	O=C(NCCCN1CCOCC1)c1ccc(S(=O)(=O)Nc2ccccc2F)cc1	i	i	i	i	i	i	i	i	i	13.7	i
18	COc1ccccc1NC(C)C(=O)N/N=C/c1cccs1 (centres undefined)	i	i	i	i	i	i	i	i	i	-9.8	i
19	C=CCN(C(=O)Nc1ccccc1)C1CC(=O)N(c2ccc(OC)cc2)C1=O (centres undefined)	i	i	i	i	i	i	i	i	i	0.8	i
20	O=C(CCC(=O)c1ccc(Oc2ccccc2)cc1)Nc1cccc(Cl)c1	i	i	i	i	i	i	i	i	i	-4.7	i
21	COC/C=C/C1=CC2=CC(=O)C(C)(OC(=O)c3cnc4ccccc4n3)C(=O)C2=CN1c1ccccc1 (centres undefined)	i	i	i	i	i	i	i	i	·	1.2	i
22	CC(C)C(C(=O)NCC1CCCO1)N(C(=O)CNS(=O)(=O)c1ccccc1)C1CCCCC1 (centres undefined)	i	i	i	i	i	i	i	i	i	-2.2	i
23	Fc1ccc(/C=N/NC2=Nc3cccc4cccc2c34)cc1	i	i	i	i	i	i	i	i	i	-19.0	i
24	CC1CC(C(F)(F)F)n2ncnc2N1 (centres undefined)	i	i	i	i	i	i	i	i	i	-5.6	i
25	N=C1/C(=C/c2ccc(-c3cccc(C(=O)O)c3)o2)C(=O)N=C2SC(CC(=O)N3CCOCC3)=NN12	i	i	i	i	i	i	i	i	i	4.4	i
26	Cc1ccc(S(=O)(=O)/N=C2\C=C(Nc3cccc(C(=O)O)c3)C(=O)c3ccccc32)c(C)c1	i	i	i	i	i	i	i	i	i	68.5*	i
27	COc1ccccc1NC(=O)CCSc1nnc(-c2ccc(O)cc2)o1	i	i	i	i	i	i	i	i	i	-9.1	i
28	O=C(Cn1cc2c(n1)CCCCC2)Nc1c(F)c(F)cc(F)c1F	i	i	i	i	i	i	i	i	i	-1.5	i
29	O=C(Nc1ccc(F)cc1F)N1CCCC(c2nc(-c3ccc(F)cc3)no2)C1 (centres undefined)	i	i	i	i	i	i	i	i	i	3.0	i
30	COC(=O)c1cc(C(=O)N2CCc3ccccc32)cc([N+](=O)[O-])c1	i	i	i	i	i	i	i	i	i	3.0	i
31	COC(=O)c1cc(C#N)c(N2CCN(C)CC2)nc1C	i	i	i	i	i	i	i	i	i	16.3	i
32	COc1ccc(C)cc1NCc1cccc(OC)c1OC	i	i	i	i	i	i	i	i	i	4.0	i
33	Cc1ccnc(NC(=O)CCC(=O)N(CC(=O)NC2CCCCC2)Cc2cccs2)c1	i	i	i	i	i	i	i	i	i	-5.2	i
34	CC(=O)N1CCN(C23CC4CC(CC(C4)C2)C3)CC1	i	i	i	i	i	i	i	i	i	0.5	i
35	Cc1csc(=O)n1CCC(=O)OCC(=O)c1ccc(Br)cc1	i	i	i	i	i	i	i	i	i	-15.0	i
36	Cc1ccc(N(CC(O)CON=C2c3ccccc3-c3ccccc32)S(C)(=O)=O)cc1 (centres undefined)	i	i	i	i	i	i	i	i	i	-1.2	i
37	CC(=O)c1ccc(NC(=O)c2ccc(-n3cncn3)c([N+](=O)[O-])c2)cc1	i	i	i	i	i	i	i	i	i	2.7	i
38	CCOC(=O)C(NC(=O)c1ccccc1)(N1CCOCC1)C(F)(F)F (centres undefined)	i	i	i	i	i	i	i	i	i	-14.7	i
39	O=C(CN1C(=O)CSc2ccc(S(=O)(=O)N3CCOCC3)cc21)N1CCCCC1	i	i	i	i	i	i	i	i	i	9.5	i
40	O=C(Nc1ccccc1)C1CC(=O)N(Cc2ccccc2)C1 (centres undefined)	i	i	i	i	i	i	i	i	i	-5.5	i
41	O=C(NC1CCCCC1)C1CCC(=O)N(Cc2cccc(C(F)(F)F)c2)C1 (centres undefined)	i	i	i	i	i	i	i	i	i	-1.6	i
42	CCC(C)NC(=O)CCc1c(C)nc2c(c(C)nn2-c2ccccc2)c1C (centres undefined)	i	i	i	i	i	i	i	i	i	-5.2	i
43	Cc1c(Cl)cnc(NC(=O)COC(=O)c2ccc([N+](=O)[O-])s2)c1Cl	i	i	i	i	i	i	i	i	i	17.1	i
44	CC(C)(C)c1ccc(OC(=O)Nc2ccc(O)c(C(=O)O)c2)cc1	i	i	i	i	i	i	i	i	i	8.1	i
45	O=C(Cc1ccccc1)Nc1ccccc1C(=O)NCC1CCCO1 (centres undefined)	i	i	i	i	i	i	i	i	i	-1.1	i
46	CCCCn1c(N)c(N(CCC(C)C)C(=O)c2ccc(COc3ccccc3)o2)c(=O)[nH]c1=O	i	i	i	i	i	i	i	i	i	-1.1	i
47	C[C@H]1O[C@H]1P(=O)(O)O	i	i	i	i	i	i	i	i	i	16.6	i
48	COc1ccc(NC(=O)c2cc(C)no2)cc1	i	i	i	i	i	i	i	i	i	-2.8	i
49	Cc1ccsc1C(=O)Nc1cccc(-n2cnnn2)c1	i	i	i	i	i	i	i	i	i	0.1	i
50	O=C(CC(C(=O)O)P(=O)(c1ccccc1)c1ccccc1)c1ccccc1 (centres undefined)	i	i	i	i	i	i	i	i	i	-1.5	i
51	COc1cc(CCC(=O)Nc2nnc(-c3cccnc3)s2)cc(OC)c1OC	i	i	i	i	i	i	i	i	i	-15.5	i
52	CC(C)CC(=O)Nc1cc(NC(=O)CC(C)C)cc(C(=O)NC(C)(C)C)c1	i	i	i	i	i	i	i	i	i	-1.5	i
53	Cc1ccc(C(=O)N2CCN(c3ncnc4c(-c5ccccc5)nsc34)CC2)cc1	i	i	i	i	i	i	i	i	·	-0.8	i
54	COc1ccc2cc(C3(C)NC(=O)NC3=O)ccc2c1 (centres undefined)	i	i	i	i	i	i	i	i	i	5.8	i
55	Cc1ccc(CNC(=O)CCc2nnc3ccc(NCCCN4CCCC4=O)nn23)cc1	i	i	i	i	i	i	i	i	i	-4.0	i
56	CC1=C(C(=O)Nc2cccnc2)C(c2cccnc2)n2nc(-c3cccs3)nc2N1 (centres undefined)	i	i	i	i	i	i	i	i	i	-2.4	i

More structures follow.
#	compound	TRPC6 inh	MrgX1 agonist	MrgX1 allo act	TRPC4 PAM	TRPC4 agonist	TMEM16A inh	TRPC4 inh	TRPC6 activator	ANO1 activ	SKKanGAS inh	MrgX1 antagonist
57	CC(C)Cn1c(N)c(C(=O)COC(=O)C2CC(=O)N(Cc3ccccc3Cl)C2)c(=O)n(C)c1=O (centres undefined)	i	i	i	i	i	i	i	i	-4.62*	6.1	i
58	COc1ccc(N2CCN(C(=O)c3oc4ccccc4c3NC(=O)Cc3ccc(OC)c(OC)c3)CC2)cc1	i	i	i	i	i	i	i	i	i	5.5	i
59	CCOc1ccc(NC(=O)CN(C)C(=O)CCCOc2ccc(Cl)c(C)c2)cc1OCC	i	i	i	i	i	i	i	i	i	3.2	i
60	O=C(Nn1c(-c2ccc(Br)cc2)nc2ccccc2c1=O)c1ccncc1	i	i	i	i	i	i	i	i	i	3.0	i
61	Cc1ccc(C(=O)N2N=C(c3ccccc3)CC2(O)C(F)(F)F)o1 (centres undefined)	i	i	i	i	i	i	i	i	i	10.4	i
62	CC(C)(C)OC(=O)NCCCCCc1nnc(SCc2c(F)cccc2Cl)o1	i	i	i	i	i	100*	i	i	i	-1.8	i
63	CCOC(=O)c1ccc(NS(=O)(=O)c2cc3c(cc2C)NC(=O)CO3)cc1	i	i	i	i	i	i	i	i	i	-2.1	i
64	Cc1ccccc1C(=O)Nc1ccnn1C1CCN(C2CCSCC2)CC1	i	i	i	i	i	i	i	i	i	-0.5	i
65	N/C(=N\NC(=O)c1ccc(F)cc1)c1cc2ccccc2oc1=O	i	i	i	i	i	i	i	i	i	-0.5	i
66	N#Cc1c(/N=C/c2cc(Br)cs2)sc2c1CCC2	i	i	i	i	i	i	i	i	i	13.1	i
